Keap1 Nrf2 FP: disrupts human Keap1 binding to Nrf2 peptide. Q14145. Keap1 Kelch-Nrf2 peptide fluorescence polarization, 1536-well. inhibition, % at 9.4 µM. 340,000 compounds, 0.15% hits; in the data active means inhibition above about 12%;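 further: human Keap1 Kelch domain with fluorescein labeled Nrf2 9mer peptide probe; 0% = neutral control wells and 100% = peptide positive control; higher means more block of Keap1 binding to Nrf2 peptide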
C-LANA FP: KSHV C-LANA DNA binding inhibition | MBP-C-LANA/FAM-LBS DNA binding, fluorescence polarization | 340,000 compounds, 0.078% hits | inhibition, % at 9 µM;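 active means highest replicate inhibition at or above 60% at 9 µM, even if other replicates fall short; inactive means all replicates below 60% inhibition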;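 further: 0% = neutral control wells and 100% = 4 µM acridine orange control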
HTR5A ag ctr: HTR5A agonism, opioid heterodimer counter-screen. P47898. HTR5A agonist assay, luminescence, cell-based. activation, % at 9.3 µM. 340,000 compounds, 0.61% hits. AID 504692; in the data active means activation mostly above about 9.5%, no sharp cut-off; inactive means mostly below about 7.6%;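 further: 0% = cells with vehicle only and 100% = reference agonist; strong numbers were not always called active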
HTR5A inv ag: HTR5A inverse agonism, opioid heterodimer counter-screen | P47898 | HTR5A cell line, luminescence | inhibition, % at 9.3 µM | 340,000 compounds, 0.083% hits | AID 504634; in the data active means inhibition mostly above about 23%, no sharp cut-off; inactive means mostly below about 18%;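 further: 0% = cells with DMSO and 100% = no-cell wells with DMSO; some compounds called inactive have numbers as strong as hits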
Cardiac RTF inh: cardiac RTF calcium desensitization. 340,000 compounds, 0.12% hits. IANBD-labeled cardiac RTF, Ca2+ fluorescence. inhibition, % at 7.15 µM. AID 493244. P19429+P45379;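 active means inhibition above the mean inhibition of all tested compounds plus 3 SD, cut at about 17% in these data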;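 further: assay run at fixed EC70 calcium of 1.6 mM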
MOR-DOR ag: OPRM1-OPRD1 heterodimerization agonism; cells, luminescence; activation, % at 9.3 µM; 340,000 compounds, 0.3% hits; in the data active means activation above about 18%;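 further: 0% = vehicle-treated cells and 100% = reference agonist; values of inactives mirror those of a sister screen read the other way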
Target sequence (P35372 whole entry, looked up): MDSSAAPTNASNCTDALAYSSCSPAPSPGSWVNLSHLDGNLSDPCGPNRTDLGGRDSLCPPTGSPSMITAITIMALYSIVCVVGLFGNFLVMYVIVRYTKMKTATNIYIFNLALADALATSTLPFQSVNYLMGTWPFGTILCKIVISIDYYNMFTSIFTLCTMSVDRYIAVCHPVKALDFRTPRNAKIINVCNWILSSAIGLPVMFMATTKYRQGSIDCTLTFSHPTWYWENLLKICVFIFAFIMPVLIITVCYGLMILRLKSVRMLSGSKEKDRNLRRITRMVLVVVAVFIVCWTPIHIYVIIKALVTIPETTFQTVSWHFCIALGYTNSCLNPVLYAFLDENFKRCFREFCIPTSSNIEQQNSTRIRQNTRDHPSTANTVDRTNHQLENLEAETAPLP
Target sequence (P41143 whole entry, looked up): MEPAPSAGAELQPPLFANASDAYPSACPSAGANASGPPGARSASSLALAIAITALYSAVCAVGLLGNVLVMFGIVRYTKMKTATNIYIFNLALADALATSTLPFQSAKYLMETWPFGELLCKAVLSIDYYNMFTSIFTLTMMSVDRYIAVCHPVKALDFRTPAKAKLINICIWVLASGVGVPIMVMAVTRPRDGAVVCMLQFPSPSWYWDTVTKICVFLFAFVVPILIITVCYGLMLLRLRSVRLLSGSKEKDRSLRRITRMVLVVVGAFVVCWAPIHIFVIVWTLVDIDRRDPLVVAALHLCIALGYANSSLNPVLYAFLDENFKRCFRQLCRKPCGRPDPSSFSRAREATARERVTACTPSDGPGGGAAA
V-ATPase pHluor: regulators of yeast V-ATPase proton transport; S. cerevisiae, pHLuorin cytosolic pH fluorescence; response, % at 10 µM; 350,000 compounds, 0.37% hits; AID 504577; in the data active means response mostly above about 7.3%, no sharp cut-off; inactive means mostly below about 5.4%; further: actives read high; inactives centre near 0; some compounds called inactive have numbers as strong as hits; reference of the scale not given here
cardiac RTF act: cardiac RTF calcium sensitization; IANBD-labeled TnC RTF fluorescence at EC20 calcium; 0% EC20 calcium, 100% full calcium; 340,000 compounds, 0.24% hits; AID 493008; activation, % at 7.2 µM;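 active means activation above the mean over all tested compounds plus 3 SD, cut at about 30% in these data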;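 further: rise in fluorescence read as greater calcium sensitivity of cardiac thin filaments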
OPRM1-OPRD1 inv: inverse agonist of human OPRM1-OPRD1 heterodimerization; P35372+P41143; cell-based MOR-DOR heterodimer luminescence, inverse agonism; inhibition, % at 9.3 µM; 340,000 compounds, 0.21% hits; AID 504357; in the data active means inhibition above about 22%, passing the limit was not always enough;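 further: 0% = cells with DMSO and 100% = wells without cells with DMSO; values of inactives mirror those of a sister screen read the other way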
CAL-PDZ inh HTS: inhibitors of human CAL PDZ peptide binding | Q9HD26 | purified CAL PDZ, TMR-peptide fluorescence polarization, 1 h | inhibition, % at 24.9 µM | 300,000 compounds, 0.92% hits | AID 602252;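 active means mean inhibition of at least 30% with at least half of replicates also reaching 30%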;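 further: 0% = DMSO neutral control and 100% = excess unlabeled competitor peptide PRC23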
The depositor's hits bear a star; x = no result given; & = joins results of further samples.

no.	SMILES	HTR5A inv ag	HTR5A ag ctr	Keap1 Nrf2 FP	CAL-PDZ inh HTS	Cardiac RTF inh	OPRM1-OPRD1 inv	V-ATPase pHluor	C-LANA FP	MOR-DOR ag	cardiac RTF act
1	NS(=O)(=O)c1ccc(NC2=CC(c3ccc(F)cc3)N(c3ccc(S(N)(=O)=O)cc3)C2=O)cc1 (stereo not drawn)	-7	-1	-6	-4	1	21	5	-0.3	-4.0	8
2	Cc1ccc(S(=O)(=O)N(Cc2cc3ccccc3[nH]c2=O)CC2CCCO2)cc1 (stereo not drawn)	-20	0	-4	x	-19	-24	4	-2.9	3.0	-3
3	Cc1nc2ccccc2c(=O)n1NC(=O)c1cccnc1Cl	-7	3	0	-3	-4	15	-3	-0.8	-2.6	1
4	CCn1nnnc1SCC(=O)Nc1nc2ccccc2s1	-23	8	-6	-1	-10	-5	4	0.7	0.7	-4
5	CCN1CCN(Cc2ccc(NC(=O)c3ccc(C)c(/C=C/c4cnc(Nc5cc(N6CCNCC6)nc(C)n5)cn4)c3)cc2C(F)(F)F)CC1	-18	4	-29	-10	-18	-4	5&-14	-57	0.7	10
6	CCCCNC(=S)NNC(=O)CCn1cc(C)cn1	20	-2	-2	-2	-5	11	-2	0.2	-2.2	9
7	COC(=O)CC1COc2ccccc2N1C(=O)c1ccc(Cl)cc1 (stereo not drawn)	-5	2	3	-1	-1	2	6	0.8	-0.4	-1
8	Cc1noc(C)c1COc1ccc(C(=O)OCC(=O)N2c3ccccc3NC(=O)C2(C)C)cc1	-8	4	-1	-3	-4	3	-4	0.5	-0.5	-5
9	CCn1c(SCC(=O)Nc2ccc3c(c2)OCCO3)nnc1-c1cccnc1	2	-1	-1	-4	-2	11	1	0.7	-2.0	-5
10	Cc1ccc(CN(Cc2cc3cccc(C)c3[nH]c2=O)C(=S)NCCCN(C)C)cc1	-6	2	-1	-3	-7	-1	0	14	0.1	2
11	COC(=O)c1sc(NC(=O)/C=C/c2ccccc2Cl)nc1C	17	-7	-4	1	0	11	-4	0.1	-2.4	0
12	C/C(=N/NC(=O)c1ccncc1)c1ccccc1	-14	5	-1	-6	3	16	-1	0.4	-3.1	2
13	O=S(=O)([N-]c1nc2ccccc2nc1-[n+]1ccc(-c2ccncc2)cc1)c1ccccc1	-11	4	17*	-1	-39	-6	0	4.8	0.8	51*
14	COc1ccc(S(=O)(=O)Nc2nc3ccccc3s2)cc1OC	-17	6	2	-3	-3	1	1	0.1	-0.1	3
15	CNc1ccc(/C=C(\C#N)C(=O)Nc2ccccn2)cc1[N+](=O)[O-]	5	-2	6	-6	-21	17	-9	4.0	-3.2	-5
16	COc1cc(C2CC(=O)Oc3cc(C)c(Cl)c(C)c32)cc(OC)c1OC (stereo not drawn)	13	-4	-2	-1	-2	4	2	-0.9	-0.8	0
17	Cn1c(N)c(C(=O)COC(=O)CSc2ccc3ccccc3c2)c(=O)n(C)c1=O	9	-3	-4	-3	3	-9	-3	0.0	1.2	-2
18	COc1ccc(C(=O)NCCNc2ccc([N+](=O)[O-])cn2)cc1	-5	1	-3	-3	2	11	-2	-1.9	-2.4	5
19	O=C1NC(=O)/C(=C/c2ccccn2)S1	-19	6	-5	-2	-12	17	0	0.0	-3.4	-4
20	CCC(C)C(=O)Nc1ccc(S(=O)(=O)N2CCCC2)cc1 (stereo not drawn)	10	-3	-6	-5	-2	11	3	-1.1	-2.3	-4

An excerpt from above in order of count of non-hydrogen atoms, high to low:
no.	SMILES	HTR5A inv ag	HTR5A ag ctr	Keap1 Nrf2 FP	CAL-PDZ inh HTS	Cardiac RTF inh	OPRM1-OPRD1 inv	V-ATPase pHluor	C-LANA FP	MOR-DOR ag	cardiac RTF act
18	COc1ccc(C(=O)NCCNc2ccc([N+](=O)[O-])cn2)cc1	-5	1	-3	-3	2	11	-2	-1.9	-2.4	5
11	COC(=O)c1sc(NC(=O)/C=C/c2ccccc2Cl)nc1C	17	-7	-4	1	0	11	-4	0.1	-2.4	0
19	O=C1NC(=O)/C(=C/c2ccccn2)S1	-19	6	-5	-2	-12	17	0	0.0	-3.4	-4

Further results:
no.	SMILES	HTR5A inv ag	HTR5A ag ctr	Keap1 Nrf2 FP	CAL-PDZ inh HTS	Cardiac RTF inh	OPRM1-OPRD1 inv	V-ATPase pHluor	C-LANA FP	MOR-DOR ag	cardiac RTF act
21	O=C(c1ccc2c(c1)N(Cc1ccc(F)cc1)C(=O)CS2)N1CCOCC1	8	-1	2	-3	5	-5	3	1.8	0.8	-4
22	Cc1ccc2c(c1)nnn2C1CCN(C(=O)C2CCCCC2)CC1	-15	3	-6	7	7	-21	1	1.1	3.5	2
23	COC(=O)c1c(NC(=O)c2cccnc2Cl)sc(C(=O)N(C)C)c1C	0	0	-5	-4	11	10	0	0.5	-2.3	2
24	CCCCN(C(=O)C1CC(=O)N(CCc2ccc(OC)c(OC)c2)C1)c1c(N)n(CC(C)C)c(=O)[nH]c1=O (stereo not drawn)	1	-2	4	-3	-3	12	-6	1.1	-3.1	2
25	C/C(=N\NC(=O)c1nn(C)cc1Br)c1ccncc1	-3	1	-7	-5	1	-12	0	-0.8	1.9	-3
26	Cc1ccc(/C=N/NC(=O)CSc2ccccn2)o1	6	0	-3	-7	-11	-1	5	0.9	0.1	15
27	COc1ccccc1/C=C/C(=O)c1c2c(c(C)[nH]c1=O)CCCC2	-3	4	0	x	-1	8	0	0.0	-1.5	-1
28	O=C(N/N=C/c1ccc(O)cc1)c1cc(C23CC4CC(CC(C4)C2)C3)[nH]n1	10	-3	0	-6	3	4	1	-1.8	-0.8	-3
29	Clc1cccc2sc(N3CCCCC3)nc12	-13	3	0	-3	4	-29	0	0.7	5.0	7
30	O=C(NCCCN1CCCC1=O)Nc1ccccc1Cl	19	0	1	0	-5	20	4	-1.2	-3.8	-3
31	CCOc1ccccc1NS(=O)(=O)c1ccc2oc(=O)ccc2c1	-5	-2	3	x	-3	7	2	-1.5	-1.3	3
32	O=C(Nc1cc(C(=O)N2CCCC2)ccc1N1CCCC1)c1ccccc1F	-9	5	-4	x	-2	2	-4	-0.8	-0.3	2
33	C=CCNC(=S)N(CC=C)C1CCS(=O)(=O)C1 (stereo not drawn)	-21	5	-6	1	-4	1	0	-0.8	-0.2	20
34	CSc1ccccc1C(=O)C1CCCN(S(=O)(=O)N(C)C)C1 (stereo not drawn)	13	-5	-5	-1	-3	13	-1	0.3	-2.8	3
35	CCOC(=O)c1c(NC(=O)c2ccco2)n(C2CCCCC2)c2nc3ccccc3nc12	10	-2	1	-3	-9	28	-3	2.2	-4.7	-18
36	CCc1ccc(NC(=S)Nn2cnnc2)cc1	8	-3	-1	63*	-4	11	1	5.6	-2.4	0
37	Cn1nnc2cc(C(=O)NC3CC3)ccc21	-3	1	-1	-2	-9	8	0	2.4	-1.4	1
38	CCN1CCN(Cc2ccc(NC(=O)c3cc(NC(=O)c4cc(C)on4)cc(OC)c3)cc2C(F)(F)F)CC1	-2	0	-8	-10	3	-9	0&1	-1.4	1.9	1
39	COc1ccc(CCNC(=O)CSCC(=O)Nc2cc(S(C)(=O)=O)ccc2Cl)cc1	-5	2	3	4	-2	7	-2	-0.7	-1.7	-1
40	COc1ccc(S(=O)(=O)N2CCCCC2)cc1NC(=O)C1CC(=O)N(c2ccc3c(c2)OCCO3)C1 (stereo not drawn)	-6	2	-4	-2	-10	4	-6	-0.7	-0.8	-6
41	CC(=O)Nc1ccc(S(=O)(=O)Nc2nc3ccc([N+](=O)[O-])cc3s2)cc1	-17	6	3	9	-9	12	7	-0.2	-2.1	-1
42	CCCCCOC(=O)c1ccc(NC(=O)c2cccc(NC(=O)c3ccccc3C(=O)O)c2)cc1	9	6	0	-1	-18	-7	1	-0.5	1.3	-1
43	O=C(Nc1ccccn1)c1cccnc1	-27	-2	1	-3	-8	8	1	-0.4	-1.4	-7
44	Cc1ccc(Cn2c(SCC(=O)N/N=C/c3ccc(C)o3)nc3ccccc32)cc1	0	0	-7	1	-2	-24	-1	-1.0	4.8	0
45	Cc1ccc(CN(C(=O)COc2cccc(C)c2C)C2CCS(=O)(=O)C2)o1 (stereo not drawn)	-10	2	-3	-2	-1	6	5	-1.3	-1.1	0
46	O=C(CN(CC1CCCO1)C(=O)CCC(=O)Nc1nccs1)NCC1CCCO1 (stereo not drawn)	3	2	-5	-3	0	10	-1	0.5	-2.1	-2
47	Cc1cccc(-c2noc(CNC(=O)c3ccoc3C)n2)c1	-6	-3	-11	-2	-6	10	-4	-1.8	-1.9	1
48	O=C(CSC1=NS(=O)(=O)c2cc(Cl)ccc2N1)Nc1ccccc1C(F)(F)F	3	2	-3	23	0	-2	2	-0.8	0.3	2
49	CCOC(=O)Cc1csc(NC(=O)CSC2=NCCS2)n1	-1	0	-3	-1	-5	11	-3	0.1	-3.4	2
50	COc1ccc2oc(-c3ccccc3)c(C(=O)N3CCOCC3)c2c1	6	-5	-5	-6	-11	0	8	3.3	0.0	4

2 entries drawn at random from those above, as already listed:
no.	SMILES	HTR5A inv ag	HTR5A ag ctr	Keap1 Nrf2 FP	CAL-PDZ inh HTS	Cardiac RTF inh	OPRM1-OPRD1 inv	V-ATPase pHluor	C-LANA FP	MOR-DOR ag	cardiac RTF act
50	COc1ccc2oc(-c3ccccc3)c(C(=O)N3CCOCC3)c2c1	6	-5	-5	-6	-11	0	8	3.3	0.0	4
41	CC(=O)Nc1ccc(S(=O)(=O)Nc2nc3ccc([N+](=O)[O-])cc3s2)cc1	-17	6	3	9	-9	12	7	-0.2	-2.1	-1

Next entries:
no.	SMILES	HTR5A inv ag	HTR5A ag ctr	Keap1 Nrf2 FP	CAL-PDZ inh HTS	Cardiac RTF inh	OPRM1-OPRD1 inv	V-ATPase pHluor	C-LANA FP	MOR-DOR ag	cardiac RTF act
51	CC1=CS/C(=C(/C#N)C(=O)N2CCOCC2)N1c1ccccc1	-9	2	-3	2	-5	5	-1	0.4	-0.8	5
52	COc1ccc(C)cc1S(=O)(=O)N1CCC(C(=O)N2CCOCC2)CC1	-19	0	-4	-1	-8	12	2	-0.3	-2.4	4
53	Cc1ccc2c(c1)C(O)(CC(=O)c1ccc3c(c1)OCO3)C(=O)N2 (stereo not drawn)	24	4	0	-3	1	13	1	0.0	-2.2	1
54	Cc1onc(-c2ccccc2Cl)c1C(=O)Nc1nnc(C(C)C)s1	-4	1	4	x	-8	7	1	1.3	-1.2	2
55	Cc1ccc(OCCSc2ncnc3nc[nH]c23)cc1	4	-2	-7	-7	-13	-6	-3	-2.7	1.1	3

Bioassay records as filed in PubChem BioAssay.
